# Source: PubChem
# TGFb inhibitor – TGF-b pathway inhibition. 1.2% of 410,000 active. AID 588855. HepG2 CAGA-GFP TGF-b/SMAD3 reporter, GFP fluorescence, 18 h; TGF-beta stimulated, 500 pg/mL final. Potency, µM (top dose mostly 46.1 µM), without a hit: at the highest dose activity, negative = inhibition, usual class: inhibitors; note: potency is the fitted concentration of half-maximal effect; % is set by controls: 0 for no effect and ±100 for the full control effect; nearly all actives have a fitted effect of over 65% in size
#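 Read-out: total well GFP (ex488/em500-530) summed from mean per-cell fluorescence. Cells: HEPG2 CAGA-GFP, 1% FBS DMEM, 18 h at 37 degrees C with 500 pg/mL final TGF-beta. Unstimulated wells served as the full-inhibition control; stimulated DMSO wells = 0%.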
# Nrf2 ARE act – activators of Nrf2 (ARE) signaling; AREc32 ARE-luciferase reporter (MCF7-derived line), luminescence, 24 h; AID 624171; 0.31% of 410,000 active; Potency, µM (series often up to 46.1 µM), without a hit: at the highest dose activation, usual class: activators; note: potency is the fitted concentration of half-maximal effect; % of control where 0% means no effect; nearly all actives have a fitted effect of over 65% in size
#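 Cells of the AREc32 ARE-luciferase line are plated in OPTI-MEM containing 5% FBS and left overnight at 37 deg C. Compounds are pinned in, incubation continues 24 hr, and firefly luciferase signal is then measured.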
# Mm-Cpn inhibitor – M. maripaludis TRiC chaperonin inhibition; purified Mm-Cpn ATPase, ADP Transcreener TR-FRET; 0.031% of 330,000 active; Potency, µM (highest dose often 76.9 µM), for inactives: top-dose activity, negative = inhibition, actives largely listed as inhibitors; note: potency is the fitted concentration of half-maximal effect; % is set by controls: 0 for no effect and ±100 for the full control effect; nearly all actives have a fitted effect of over 80% in size
#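 Purified archaeal Mm-CPN (25nM final) preincubated 10 min at 37degC with compound, then 10uM ATP for 30 min at 37degC; ADP measured by HTRF Transcreener TR-FRET; buffer 30 mM TRIS pH 7.4, 100mM KCl, 5mM MgCl2, 1mM DTT.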
# EPAC2 ag – activates human EPAC2 exchange factor; EPAC2 activation, biochemical qHTS; response scale: 100% = 6.5 mM cAMP response; 0.079% of 360,000 active; Q8WZA2; Potency, µM (series often up to 154 µM), for the others: at the highest dose activation, actives largely listed as activators; note: potency is the fitted concentration of half-maximal effect; nearly all actives have a fitted effect of over 50% in size
# Target sequence (Q8WZA2 whole entry, looked up): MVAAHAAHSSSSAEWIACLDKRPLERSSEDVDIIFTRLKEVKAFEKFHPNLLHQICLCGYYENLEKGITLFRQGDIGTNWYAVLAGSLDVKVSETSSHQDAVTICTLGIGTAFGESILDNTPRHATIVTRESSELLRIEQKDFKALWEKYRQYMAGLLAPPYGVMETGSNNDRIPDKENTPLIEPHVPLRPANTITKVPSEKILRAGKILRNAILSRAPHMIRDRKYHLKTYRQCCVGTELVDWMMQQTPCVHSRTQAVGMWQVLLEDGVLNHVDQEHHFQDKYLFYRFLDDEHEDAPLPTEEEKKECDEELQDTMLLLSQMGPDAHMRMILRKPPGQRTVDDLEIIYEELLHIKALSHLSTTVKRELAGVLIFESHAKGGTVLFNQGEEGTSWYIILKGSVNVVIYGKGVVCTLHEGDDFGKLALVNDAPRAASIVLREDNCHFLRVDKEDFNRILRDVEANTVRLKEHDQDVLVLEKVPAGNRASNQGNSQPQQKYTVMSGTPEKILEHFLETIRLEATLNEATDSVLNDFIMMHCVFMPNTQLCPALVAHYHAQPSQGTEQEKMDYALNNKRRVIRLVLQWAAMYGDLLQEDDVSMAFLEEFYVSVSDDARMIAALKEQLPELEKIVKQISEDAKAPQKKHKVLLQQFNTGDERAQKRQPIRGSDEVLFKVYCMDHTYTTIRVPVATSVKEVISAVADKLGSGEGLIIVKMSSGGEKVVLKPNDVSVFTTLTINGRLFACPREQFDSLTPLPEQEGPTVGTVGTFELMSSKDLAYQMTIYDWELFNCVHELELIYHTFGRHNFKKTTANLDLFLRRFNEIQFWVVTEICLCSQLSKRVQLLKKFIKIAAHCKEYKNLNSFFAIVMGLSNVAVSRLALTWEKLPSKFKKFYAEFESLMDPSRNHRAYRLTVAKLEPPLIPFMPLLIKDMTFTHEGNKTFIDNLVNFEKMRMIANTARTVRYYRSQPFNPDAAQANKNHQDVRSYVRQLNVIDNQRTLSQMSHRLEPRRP
#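 EPAC2 (100 nM) mixed with Rap1B loaded with BODIPY-GDP (250 nM) plus 50 uM unlabeled GDP; compounds pinned in, 5 min RT, then read every 5 min for 30 min (ex 480, em 540 nm). Normalized to cAMP control.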
# CCT chaperon mod – cytosolic chaperonin activity modulation; 0.3% of 360,000 active; activity change, % (concentration not given with the values), hits read low; AID 651819; purified chaperonin ATPase assay, HTRF ADP detection, 30 min; in the data active = activity change below about -30%; note: % is set by controls: 0 for no effect and ±100 for the full control effect
#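 We incubate TRiC, 40 or 20 nM final, with library compounds at 76 uM and 10 uM ATP for 30 min at 37 °C. ADP formed is detected with Transcreener HTRF reagents after 30 min at room temperature.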
# Nrf2 block – blocks Nrf2 signaling; A549 ARE-Fluc reporter, luciferase luminescence, 18-24 h; Potency, µM (doses to about 46 µM), without a hit: top-dose activity change, negative = inhibition, most hits filed as inhibitors; 2.1% of 360,000 active; note: potency is the fitted concentration of half-maximal effect; % is set by controls: 0 for no effect and ±100 for the full control effect; nearly all actives have a fitted effect of over 60% in size
#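 In this cell-based qHTS, ARE-driven firefly luciferase in A549 cells reports Nrf2 activity; the luminescent signal after BugLite lysis is the measured value, with a prior CellTiter-Fluor read for cell health.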
# pAkt inh – blocks phosphorylation of Akt; activity change, % for hits at 50 µM; 0.32% of 360,000 active; AID 651550; Neuro2A IGF-stimulated pAkt S473 HTRF, 20 min; hits give low values; in the data active = activity change below about -80%; inconclusive = mostly about -51% to -80%; note: % is set by controls: 0 for no effect and ±100 for the full control effect
#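 Neuro2A cells (4,500/well, DMEM with 0.5% FBS) were treated with compound at a single 50 µM final concentration, stimulated with 6 nM IGF for 20 min at 37 °C, and lysed. Phospho-Akt Ser473 was read by HTRF as 665/615 ratio ×10^4.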
# EPAC2 antagonist – antagonists of human EPAC2 | Q8WZA2 | EPAC2 GEF exchange of Rap1B-BODIPY-GDP, fluorescence | Potency, µM (doses to about 114 µM), for inactives: top-dose activity, negative = inhibition, actives largely listed as inhibitors | 0.18% of 360,000 active | AID 720708; note: potency is the fitted concentration of half-maximal effect; % is set by controls: 0 for no effect and ±100 for the full control effect; nearly all actives have a fitted effect of over 45% in size; many of its hits are not listed in these tables
# A549 viability – counter-screen for Nrf2 inhibitors: cytotoxicity in A549 cells; A549 ARE-Fluc cells, CellTiter-Fluor viability, 18-24 h; Potency, µM (doses to about 46 µM), for the others: at the top dose activity change, negative = cytotoxicity, actives largely listed as inhibitors; 0.16% of 390,000 active; note: potency is the fitted concentration of half-maximal effect; % is set by controls: 0 for no effect and ±100 for the full control effect
#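 A549 ARE_Fluc cells in 5% FBS OPTI-MEM were exposed to compounds in concentration-response for 18-24 h at 37 deg C. Viability was read by CellTiter-Fluor fluorescence (Ex 405/Em 525) after 30 min, before the luciferase read.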
# Numbers without * were called inactive; i = inactive; ? = inconclusive; · = no result given; & = joins results of further samples; [ ] = remark or other dose. Unless noted, calls come from the whole dose curve; as a rule, active = well fitted curve in the direction sought with a large enough effect; inconclusive = small, poorly fitted or top-dose-only effect, or another doubt; inactive = no such curve, though single readings can be large; an effect the other way counts as inactive or inconclusive.
SMILES,TGFb inhibitor,Nrf2 ARE act,Mm-Cpn inhibitor,EPAC2 ag,CCT chaperon mod,Nrf2 block,pAkt inh,EPAC2 antagonist,A549 viability
Cc1ccc2c(c1)-c1c(cnn1CC(=O)O)CO2,6%,-0.9%,-2%,-2%,-2.5,21%,i,7%,2%
CCn1cc(C(=O)O)c(=O)c2cc(F)c(N3CCN(C(=S)NC(=O)c4ccccc4)CC3)cc21,-3%,-0.6%,-1%,9%,-1.4,4%,i,3%,0%
CC(=O)Oc1cccc(-c2nc3ccccc3c(=O)o2)c1,-19%,1.6%,-1%,20%,-0.9,-11%,i,-7%,7%
CCc1nc2ccc(C(=O)Nc3cccc(OC)c3)cn2c1N(CC)CCOC,-15%,5.4%,·,-7%,1.8,·,i,1%,·
O=C(NC1CCNCC1)C1CC1,-12%,0.0%,1%,4%,-1.6,-2%,i,6%,1%
OCCSc1nc(-c2cccnc2)nc2ccccc12,-2%,5.0%,-20%,7%,1.1,?,i,-2%,-3%
Cc1ccc(S(=O)(=O)NNC2=NCCCCC2)cc1,14%,0.4%,0%,9%,-2.8,-6%,i,-5%,1%
CN(C)S(=O)(=O)c1ccc(C(=O)OCC(=O)N2CC3(C)CC2CC(C)(C)C3)cc1 (stereo not drawn),-2%,0.1%,0%,-3%,-6.7,-7%,i,-5%,-6%
Cc1nc(CN2CCN(C(=O)c3ccc(Br)cc3)CC2)cs1,0%,-1.0%,0%,9%,0.2,-13%,i,0%,-16%
Cc1ccccc1NC(=O)NCc1ccc2c(c1)OCO2,6%,0.0%,0%,10%,-2.0,10%,i,-4%,2%
NC(=O)[C@@H]1CCCNc2c(I)cc([N+](=O)[O-])cc2C(=O)N[C@@H](CO)C(=O)NCC(=O)N1,0%,-2.2%,0%,5%,0.8,21%,i,12%,-14%
O=C(COC(=O)/C=C/c1ccc(F)cc1)Nc1ccc(Cl)cn1,?,2.9%,-10%,3%,0.1,13%,i,1%,12%
COc1ccc(CCN(C)C(=O)COc2cccc(-n3cnnn3)c2)cc1OC,11%,-0.5%,3%,3%,-2.3,14%,i,-8%,-6%
COc1ccc(CNC(=O)Nc2nc(C(N)Cc3ccc(Cl)cc3)cs2)cc1 (stereo not drawn),?,-2.9%,·,4%,-2.7,·,i,3%,·
O=S(=O)(NCc1cn2ccsc2n1)c1ccc(Oc2ccccc2)cc1,5%,0.3%,2%,2%,-0.2,7.3µM*,i,21%,?
CCC(CC)C(=O)c1c[nH]c(C(=O)N2CCN(c3ccccc3F)CC2)c1,0%,-0.3%,-1%,4%,0.2,5%,i,22%,2%
CCOc1cccc2sc(=NC(=O)c3ccc(S(=O)(=O)N4CCOCC4)cc3)n(C)c12,-3%&25%,0.7%&-0.2%,-19%,4%,-3.6,14%&13%,i,7%,6%&1%
O=C(c1cccs1)N1CCCC(c2nc3c(nnn3Cc3ccccc3Cl)c(=O)[nH]2)C1 (stereo not drawn),-1%,0.9%,-2%,9%,0.1,?,i,-4%,3%
CCOc1ccc(NC(=O)Cn2cc(C(=O)c3ccc(C)c(C)c3)c(=O)c3cc4c(cc32)OCCO4)cc1,6%,0.2%,·,·,·,17%,·,·,7%
Cc1ccc(C(=O)c2c(NC(=O)c3cccnc3)sc3c2CCCC3)cc1,?,-0.1%,-4%,3%,0.7,1%,i,-6%,-10%
CCCn1c(=N)c(C(=O)NCC2CCCO2)cc2c(=O)n3cccc(C)c3nc21 (stereo not drawn),0%,3.4%,-2%,6%,-2.2,5%,i,6%,?
Cc1ccc2nc(C)/c(=N\O)c(C)nc2c1,5%,2.3%,0%,1%,-1.2,?,i,-3%,-7%
COc1ccc(CCNC(=O)c2ccc(Br)o2)cc1Br,·,0.2%,·,15%,-2.4,·,i,-14%,·
C/C=C1\C(OC2OC(CO)C(O)C(O)C2O)OC=C(C(=O)OC)C1CC(=O)OCC1C(C)C(OC(=O)CC2C(C(=O)OC)=COC(OC3OC(CO)C(O)C(O)C3O)/C2=C\C)CC1C(CO)CO (stereo not drawn),9%,3.2%,·,9%,-0.3,-3%,i,-17%,3%

# 3 entries already listed, sorted by length of the SMILES, largest number first:
SMILES,TGFb inhibitor,Nrf2 ARE act,Mm-Cpn inhibitor,EPAC2 ag,CCT chaperon mod,Nrf2 block,pAkt inh,EPAC2 antagonist,A549 viability
CCOc1ccc(NC(=O)Cn2cc(C(=O)c3ccc(C)c(C)c3)c(=O)c3cc4c(cc32)OCCO4)cc1,6%,0.2%,·,·,·,17%,·,·,7%
Cc1ccc(C(=O)c2c(NC(=O)c3cccnc3)sc3c2CCCC3)cc1,?,-0.1%,-4%,3%,0.7,1%,i,-6%,-10%
Cc1ccc2nc(C)/c(=N\O)c(C)nc2c1,5%,2.3%,0%,1%,-1.2,?,i,-3%,-7%

# Going on with the list.
SMILES,TGFb inhibitor,Nrf2 ARE act,Mm-Cpn inhibitor,EPAC2 ag,CCT chaperon mod,Nrf2 block,pAkt inh,EPAC2 antagonist,A549 viability
Cc1cccc(-n2ncc3c(NCc4ccccn4)ncnc32)c1,0%,1.9%,-1%,8%,1.3,·,i,-2%,-2%
Cc1ccccc1C(=O)N1N=C(c2cccc(NS(C)(=O)=O)c2)CC1c1cccs1 (stereo not drawn),8%,6.7%,1%,5%,-0.1,12%,i,-23%,15%
CCOC(=O)C(=O)NC1CC=CCC1c1ccc2c(c1)OCO2 (stereo not drawn),11%,0.1%,·,3%,-1.5,-2%,i,16%,-5%
COCCCNC(=O)/C(C#N)=C/c1c(N2CCN(c3ccc(OC)cc3)CC2)nc2c(C)cccn2c1=O,-1%,6.9%,-3%,14%,-2.8,-9%,i,4%,-29%
CC1CCCN(C(=O)C2CCN(S(=O)(=O)c3ccc4c(c3)CC(C)N4C(=O)C3CC3)CC2)C1 (stereo not drawn),?,0.3%,1%,-1%,1.2,?,i,-1%,-1%
O=C(OCc1cc([N+](=O)[O-])cc2c1OCOC2)c1ccccn1,-5%,-1.1%,-3%,3%,-1.5,2%,i,-10%,9%
COc1nc(Nc2ccc(C(C)C)cc2)nc(OC)n1,-1%,3.3%,2%,1%,-1.5,12%,i,-7%,-12%
CCCCCN(C(=O)CCC(=O)OCC(=O)N1CCC(C)CC1)c1c(N)n(CCCC)c(=O)[nH]c1=O,6%,-0.1%,2%,-8%,-1.2,-6%,i,-2%,-4%
CCn1c(COc2cccc(OC)c2)nnc1SCC(=O)Nc1ccccc1C(=O)OC,-27%,-0.6%,0%,7%,-0.4,-27%,i,1%,-5%
COc1ccc(CNc2ncc(-c3ccc(F)cc3)n2C)cc1OC,17%,3.3%,-5%,16%,-1.2,-19%,i,1%,-7%
O=C(COc1ccc2c(-c3ccccc3)cc(=O)oc2c1)N[C@H](Cc1c[nH]c2ccccc12)C(=O)O,-4%,1.0%,3%,0%,-0.5,5%,i,5%,-1%
COc1ccc(C2C(C(=O)c3ccco3)=C(O)C(=O)N2CC2CCCO2)cc1OC (stereo not drawn),12%,0.2%,-1%,8%,-1.6,-7%,i,3%,-13%
N/C(=N\OC(=O)c1cc(Br)ccc1Cl)c1ccccn1,0%,?,-3%,7%,-0.2,?,i,1%,0%
CCSc1nc2c(c(=O)[nH]1)C(c1cccs1)C(C(=O)OC)=C(C)N2 (stereo not drawn),-1%,0.2%,-1%,7%,-2.9,-5%,i,8%,4%
COc1cccc(OC)c1C(=O)Nc1cc2c(cc1N1CCOCC1)n(C)c(=O)n2C,4%,2.9%,2%,6%,1.6,-4%,i,0%,2%
O=S(=O)(Nc1cccnc1)c1ccc(F)cc1,0%,-0.3%,0%,-3%,-1.9,0%,i,0%,0%
CN(CC(=O)Nc1ccc(Cl)c(C(F)(F)F)c1)C(=O)C1CC(=O)N(CCc2ccccc2)C1 (stereo not drawn),0%,0.3%,3%,-8%,-0.6,-16%,i,-14%,-19%
O=S(=O)(Nc1ccccn1)c1ccc(-n2cccn2)cc1,3%,-0.3%,1%,2%,-82*,?,·,14%,-3%
COc1cccc(CNC(=O)c2c(C)nn(-c3ccc(F)cc3)c2-n2cccc2)c1,3%,0.3%,·,·,·,-15%,·,·,-4%
O=C(OCC(=O)N1CCN(c2ccccc2)CC1)c1ccc(Cl)cc1[N+](=O)[O-],-5%,0.1%,-1%,-1%,-1.1,0%,i,2%,1%
N#Cc1c(C(F)(F)F)cc(-c2ccc(Cl)cc2)nc1SCC(=O)O,-21%,26%,0%,-5%,-2.1,-13%,i,-1%,-9%
Cc1cccc(-c2noc(CN(C)S(=O)(=O)c3cc(Cl)ccc3Cl)n2)c1,-1%,-0.2%,-2%,10%,-0.2,·,i,6%,14%
COc1cccc(/C=N/Nc2ncnc(N)c2[N+](=O)[O-])c1OC,4%,0.2%,1%,6%,-2.3,?,i,-1%,-13%
O=C(Nc1ccc(N2CCOCC2)cc1)C1CCCN(S(=O)(=O)c2cccc(C(F)(F)F)c2)C1 (stereo not drawn),-8%,-1.3%,-2%,-8%,-10,-14%,i,2%,1%
CCOc1ccccc1N1CCN(Cc2cnc(-c3ccccc3)[nH]2)CC1,4%,0.5%,0%,3%,0.1,-8%,i,1%,-6%
O=C(NCC1CCCO1)c1ccc(N2CCCCC2)nc1 (stereo not drawn),3%,0.0%,0%,-1%,-2.8,?,i,-3%,6%[1.84 µM]
CN(C)CCC(=O)N1C/C(=C/c2ccccc2)C(=O)/C(=C\c2ccccc2)C1,2µM*,-2.4%,·,-3%,2.2,?,i,17%,-11%
O=C(CC12CC3CC(CC(C3)C1)C2)NC(=S)N1CCCCC1,0%,-0.6%,1%,-1%,-1.4,2%,i,-4%,13%
CC(=O)Nc1ccc(N2N=C(C)C(N=Nc3ccccc3)C2=O)cc1 (stereo not drawn),13%,4.3%,1%,-3%,2.0,18%,i,-6%,-15%
CC(=O)NC(c1ccccc1)c1nc(/C=C/c2ccccc2)cs1 (stereo not drawn),2%,3.8%,·,11%,-2.5,·,i,?,·

# The list is partial; the hit share may differ from the screen's.
